Screening data deposited in PubChem by several laboratories.
TNF necrop inh = TNF-alpha cell death inhibition in Jurkat FADD-/- cells | Jurkat FADD-/- TNF necroptosis rescue, ATP luminescence, 24 h; 0 = TNF only, 100 = no-TNF cells | activation (protection from cell death), % at 10 µM | 220,000 tested, 0.068% active | AID 463075;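 active means activation, meaning protection from cell death, of at least 50% relative to plate controls; inactive means activation below 50%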;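 further: necroptosis triggered by 40 ng/mL TNF-alpha added together with compound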
Wee1 degr inh = human Wee1 degradation inhibition, primary screen. P30291. HeLa Luc-Wee1K328M stability, luciferase luminescence; 100% = proteasome inhibitor MG132 effect. reporter increase, % at 5 µM. 220,000 tested, 1.2% active;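 active means activation above the mean of all tested compounds plus 3 SD, set per screening run, cut at about 8.8% in these data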;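 further: cells exposed to compound for 20 h before luminescence read; 0% = DMSO alone and 100% = MG132 at 30 µM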
FXIa inh 1536 = blocks human coagulation factor XIa protease activity | inhibition, % at 5 µM | purified FXIa, Boc-Glu-Ala-Arg-AMC fluorogenic substrate | P03951 | 220,000 tested, 0.14% active | AID 798;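 active means inhibition of at least 40%; inactive means inhibition below 40%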;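 further: fluorescence of freed AMC excited at 355 nm; 0% = enzyme without compound and 100% = no enzyme blank; many of its hits are not listed in these tables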
Tb hexokinase = T. brucei hexokinase 1 inhibition; recombinant TbHK1, G6PDH-coupled NADH A340; inhibition, % at 10 µM; 220,000 tested, 0.11% active;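 active means inhibition of 50% or more in the single-dose primary screen; inactive means inhibition below 50%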
CHOP inh = inhibitors of CHOP induction in ER stress response; CHO-K1 CHOP-promoter luciferase, tunicamycin-induced, 15-18 h; inhibition, % at 10 µM; 220,000 tested, 3.8% active;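 active means compounds that reduced the stress-induced luciferase reporter signal by more than about 70% of percent inhibition, limit read from the data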;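 further: 0% = tunicamycin plus vehicle and 100% = wells without tunicamycin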
zVAD death inh = L929 zVAD cell death inhibition; L929 zVAD necroptosis rescue, ATP luminescence, 24 h; with zVAD 60 µM; viability rescue, % at 10 µM; 220,000 tested, 0.38% active; AID 1377;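 active means activation, scaled between plate controls, above about 75%, limit read from the data; inactive means activation under that limit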;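 further: 0% = zVAD with DMSO and 100% = DMSO alone without zVAD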
EP2 antag = blocks the human prostaglandin E2 receptor EP2. AID 1422. P43116. C6 glioma cells expressing human EP2, cAMP TR-FRET; cells stimulated with saturating PGE2. 260,000 tested, 0.52% active. inhibition, % at 25 µM;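 active means percent inhibition above 40 after rounding to a whole number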;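 further: rat C6 glioma host cells with rolipram phosphodiesterase inhibitor present; the protocol text gives 20 µM as final concentration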
Target sequence (P43116 whole entry, looked up): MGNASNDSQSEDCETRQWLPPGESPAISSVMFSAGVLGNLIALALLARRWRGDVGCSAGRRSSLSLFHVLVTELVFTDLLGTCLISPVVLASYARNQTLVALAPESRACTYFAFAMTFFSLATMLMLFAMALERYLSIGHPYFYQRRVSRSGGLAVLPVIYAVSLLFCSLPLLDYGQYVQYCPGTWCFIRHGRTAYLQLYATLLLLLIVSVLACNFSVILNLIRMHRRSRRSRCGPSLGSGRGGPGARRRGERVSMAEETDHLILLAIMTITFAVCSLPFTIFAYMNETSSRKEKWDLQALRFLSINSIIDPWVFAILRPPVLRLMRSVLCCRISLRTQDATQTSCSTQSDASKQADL
PPC-1+TRAIL kill = compounds killing PPC-1 cancer cells with TRAIL present (potentiator screen, no TRAIL-free arm). cell killing (% activity), % at 4 µM. PPC-1 cells + TRAIL, ATPLite viability luminescence. AID 1443. 220,000 tested, 0.41% active;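 active means cell killing above 50% in the first pass at 4 µM, then a duplicate retest at 5 µM averaging 50% or more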;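 further: plate controls were cells with TRAIL plus DMSO for no effect and medium-only wells lacking cells for full effect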
FXIIa inh 1536 = factor XIIa (human) inhibition; P00748; purified FXIIa, Boc-QGR-AMC fluorogenic substrate, 2 h; inhibition, % at 5 µM; 220,000 tested, 0.3% active; in the data active means inhibition above about 40%;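 further: 0% = enzyme with no compound and 100% = blank without enzyme; many of its hits are not listed in these tables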
Target sequence (P00748 20-372 limits assumed): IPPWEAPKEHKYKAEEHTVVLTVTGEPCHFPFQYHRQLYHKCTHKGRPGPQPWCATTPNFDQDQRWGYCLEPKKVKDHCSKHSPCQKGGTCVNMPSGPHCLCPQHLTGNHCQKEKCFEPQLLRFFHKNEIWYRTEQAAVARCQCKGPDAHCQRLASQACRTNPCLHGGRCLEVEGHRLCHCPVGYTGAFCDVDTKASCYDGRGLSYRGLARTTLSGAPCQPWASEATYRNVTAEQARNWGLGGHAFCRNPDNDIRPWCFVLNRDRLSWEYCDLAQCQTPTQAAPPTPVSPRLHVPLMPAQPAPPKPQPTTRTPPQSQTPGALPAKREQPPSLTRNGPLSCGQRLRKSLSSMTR
Target sequence (P00748 373-615 limits assumed): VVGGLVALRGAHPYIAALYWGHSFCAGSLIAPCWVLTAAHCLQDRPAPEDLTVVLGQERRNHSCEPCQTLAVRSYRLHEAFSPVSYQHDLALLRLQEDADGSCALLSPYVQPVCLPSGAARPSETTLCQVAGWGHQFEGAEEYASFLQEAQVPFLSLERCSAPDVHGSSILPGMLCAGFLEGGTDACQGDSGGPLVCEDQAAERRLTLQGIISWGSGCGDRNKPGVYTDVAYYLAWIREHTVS
Numbers without * were called inactive; · = not tested or not shown; & = joins results of further samples; [ ] = remark or other dose. A portion of the library; rates above refer to the full screens.

1. Cc1cc(NC(=O)CN2CCN(c3ccccc3O)CC2)no1
2. O=C(NNc1cc(Cl)ccc1Cl)c1cccs1
3. CCOC(=O)c1c(/N=C/C2=C(O)CC(C)(C)CC2=O)sc2c1CCCC2
4. Cc1cc(C)nc(NC(=O)c2cc(-c3ccc(C)s3)nc3ccccc23)c1
5. CC1CCN(CCCCOc2ccc(Br)cc2)CC1
6. CCO[C@@H]1OC(C(=O)N2CCOCC2)=C[C@H](c2ccc(Br)cc2)[C@H]1CCCO
7. Cc1ccc(Nc2c(-c3ccc(N4CCOCC4)cc3)nc3ncccn23)c(C)c1
8. CS(=O)(=O)N1CCN(c2ccc(Cl)cc2[N+](=O)[O-])CC1

assay / compound	1	2	3	4	5	6	7	8
FXIIa inh 1536	3	18	5	0	11	1	14	8
TNF necrop inh	-1.5	0.7	-2.0	0.7	1.7	-0.1	-4.5	0.7
Tb hexokinase	-1	-4	0	-9	19	-8	-13	7
FXIa inh 1536	-2	24	-1	-2	12	-4	12	8
zVAD death inh	-0.5	-1.0	1.4	1.0	-0.6	0.0	·	-0.5
EP2 antag	4	13	11	5	8	1	9	10
Wee1 degr inh	-1	-1	-4	0	0	-2	0	6
PPC-1+TRAIL kill	2	12	6	6	14	27	11	-5
CHOP inh	33	-3	36	39	6	8	21	21

9. O=C(Nc1nc2ccccc2[nH]1)C1CC1
10. O=C(NCCCn1ccnc1)c1cnn2c1NC(c1ccccc1)CC2C(F)(F)F (stereo unspecified)
11. O=C(CCNS(=O)(=O)c1cccc2nsnc12)NCc1ccccc1Cl
12. COc1ccc(Cn2c(O)c(C=Nc3ccc(C)cc3)c3ccccc3c2=O)cc1
13. O=C(Nc1cccc(F)c1)/C(=C\c1ccco1)NC(=O)c1cccs1
14. Cc1nn(-c2ccccc2)c(N)c1N=Nc1ccc2ccccc2c1
15. CN1C/C(=C/c2cccnc2)C(=O)/C(=C/c2cccnc2)C1
16. Cc1ccc2nc(NC(=O)c3ccc(Cl)s3)sc2c1

assay / compound	9	10	11	12	13	14	15	16
FXIIa inh 1536	12	18	3	2	15	29	10	10
TNF necrop inh	-2.3	-2.4	1.3	3.8	-4.6	2.5	80*	2.5
Tb hexokinase	7	6	-3	17	-21	-13	-41	-7
FXIa inh 1536	11	7	-5	5	4	23	7	4
zVAD death inh	5.0	-1.0	-0.2	1.1	-0.2	·	-0.7	3.4
EP2 antag	10	4	0	6	12	11	6	12
Wee1 degr inh	8	1	1	-1	0	0	5	3
PPC-1+TRAIL kill	6	3	-5	12	13	-10	7	9[5 µM]
CHOP inh	-18	2	6	52	10	7	81*	-14

17. O=C(CCN1CCN(c2ccccc2F)CC1)Nc1ccc2c(c1)OCO2
18. COc1cc(NC(=O)c2ccccc2C)c(OC)cc1NC(=O)CN1CCOCC1
19. Cc1ccc(S(=O)(=O)N(C)CCCC(=O)NC(C)(C)CO)cc1
20. COc1ccc(C(=O)NCc2cccnc2)cc1Br
21. C=CCOc1ccc(CNc2nn[nH]n2)cc1OC
22. CCc1cccc(CC)c1NC(=S)Nc1cccc(Cl)c1Cl
23. CCOc1ccc(C(=O)O)cn1
24. Fc1ccccc1CNc1cc(Cl)cc(Cl)c1

assay / compound	17	18	19	20	21	22	23	24
FXIIa inh 1536	4	4	11	5	12	7	7	3
TNF necrop inh	-0.6	1.1	0.3	-0.2	-0.9	-2.1	-0.5	-0.4
Tb hexokinase	-3	-1	-5	-4	-4	6	-5	2
FXIa inh 1536	-2	-5	0	1	6	4	0	-3
zVAD death inh	-0.1	19	-0.3	0.1	-1.2	-0.6	2.2	0.1
EP2 antag	3	3&9	5	12	·	6	14	6
Wee1 degr inh	4	-3	0	-1	1	-2	0	-1
PPC-1+TRAIL kill	8	6	-18	-3	-3	-4	6	-2
CHOP inh	15	14	-7	-35	1	-15	7	90*

25. CC1(C(=O)N(c2ccccc2)C(C(=O)NC2CCCC2)c2ccccn2)CC(=O)N=C2C=CC=CN21 (stereo unspecified)
26. CN1CCN(CCCNC(=O)CCCOc2cc(=O)n(C)c3ccccc23)CC1
27. CN(CC(=O)N1CCc2[nH]c3ccc(F)cc3c2C1)CC1OCCO1
28. O=S(=O)(c1cc(Cl)ccc1Cl)N1CCCC1
29. Cc1cc(C)c(S(=O)(=O)N2CCCCC2)c(C)c1-n1ncnn1
30. Cc1[nH]n(-c2cccc([N+](=O)[O-])c2)c(=O)c1-c1ccccc1
31. CCOC(=O)Cc1csc(N/N=C/c2ccc(C(F)(F)F)cc2)n1
32. N#Cc1ccc(-c2nc3cc(C#N)c(C#N)cc3nc2-c2ccccc2)cc1C#N

assay / compound	25	26	27	28	29	30	31	32
FXIIa inh 1536	11	-4	1	11	20	8	16	8
TNF necrop inh	-1.3	-3.7	1.3	-0.9	-0.9	7.5	-3.2	-3.3
Tb hexokinase	-13	3	-1	-6	2	1	-22	-8
FXIa inh 1536	3	-13	7	-9	2	1	2	-2
zVAD death inh	1.2	0.4	0.8	0.1	-0.1	3.0	0.5	16
EP2 antag	23	8	8	14	5	10	·	10
Wee1 degr inh	2	0	0	1	-1	2	0	-1
PPC-1+TRAIL kill	-3	17	1	-24	-6	0	15	·
CHOP inh	18	-30	2	27	-13	-2	63	-58

33. CC(=O)Nc1ccc(S(=O)(=O)/N=C2\SCCN2S(=O)(=O)c2ccc(NC(C)=O)cc2)cc1
34. CCOC(=O)N1CCN(C(=O)CSCC(=O)Nc2nc(-c3ccc(-c4ccccc4)cc3)cs2)CC1
35. COc1ccc(S(=O)(=O)N2CCCCC2)cc1NS(=O)(=O)c1cc(Cl)ccc1Cl
36. COc1ccc(C)cc1NC(=O)c1ccc(CN2CCN(c3ccccc3)CC2)cc1
37. CCOC(=O)C1=C(C)Nc2ccccc2N=C1NC(=O)c1ccc(Cl)c(S(=O)(=O)N2CCCC2)c1
38. Cc1cc(/C=C(\C#N)C(=O)NCc2ccco2)c(C)[nH]1
39. Cc1nn(CC(O)c2ccccc2)c(C)c1Br (stereo unspecified)
40. O=C(Cn1nnc(-c2ccc(CN3CCOCC3)cc2)n1)N(c1ccccc1)c1ccccc1

assay / compound	33	34	35	36	37	38	39	40
FXIIa inh 1536	-2	19	25	9	-4	25	-3	4
TNF necrop inh	-1.2	-8.5	0.4	3.9	0.4	1.5	-0.4	0.5
Tb hexokinase	5	-12	-1	3	-2	-24	2	-1
FXIa inh 1536	-3	18	17	1	-2	20	1	1
zVAD death inh	0.8	0.2	0.4	2.2	-0.7	0.4	-0.3	0.3
EP2 antag	·	13	7	10	13	8	1	5
Wee1 degr inh	-1	-2	-1	7	-2	1	5	3
PPC-1+TRAIL kill	·	24	36	8	-7	-2	-8	11
CHOP inh	-12	85*	-43	33	17	-3	-6	19

41. COc1ccc(-c2nnc(OCc3nc4ccccc4n3C)c3ccccc23)cc1
42. Cc1ccc(NC(=O)c2ccccc2-c2ccccc2C(=O)O)cc1C
43. O=C(C1=C(O)C(=O)N(CC2CCCO2)C1c1cccnc1)c1ccco1 (stereo unspecified)
44. C=CCn1c(SCC(=O)NC(=O)c2cccn2C)nc2ccccc2c1=O
45. CC1CN(Cc2nc3ccccc3c(=O)[nH]2)CC(C)O1 (stereo unspecified)
46. CCN(CC)S(=O)(=O)c1ccc(OC(C)C)c(NC(=O)c2c3c(nc4ccccc24)CCN(Cc2ccccc2)C3)c1
47. CC(C)C(c1nnnn1C1CCCCC1)N1CCc2ccccc2C1 (stereo unspecified)
48. O=C(c1cccc(F)c1)N1CCN(c2cc(N3CCCCC3)c(F)cc2[N+](=O)[O-])CC1

assay / compound	41	42	43	44	45	46	47	48
FXIIa inh 1536	11	·	3	7	11	19	3	9
TNF necrop inh	-3.2	-0.9	0.3	0.8	0.0	1.1	-2.7	-7.1
Tb hexokinase	-3	1	-25	0	10	-7	-5	-4
FXIa inh 1536	10	2	-2	4	0	19	0	-3
zVAD death inh	-1.4	1.3	1.6	1.9	0.2	0.5	-0.3	0.4
EP2 antag	2	7	20	7	11	6	7	13
Wee1 degr inh	4	-3	-2	5	5	0	6	2
PPC-1+TRAIL kill	21	8	-8	1	19	12	-2	10
CHOP inh	21	14	40	17	4	23	-2	73*

49. NC(=O)CCCc1nc(-c2ccccc2)no1
50. Cc1cccc(OCCCc2c(C)n[nH]c2C)c1
51. O=S(=O)(Nc1nc2ccccc2nc1N1CCc2ccccc2C1)c1ccc(Cl)cc1
52. CCc1ccc(NC(=O)C(=O)N/N=C(\C)CC(=O)NCc2ccc(Cl)cc2)cc1
53. Cc1[nH]nc(N)c1N=Nc1ccc(Br)cc1
54. O=C(NCc1ccccc1)C12CN(Cc3ccccc3)CC1C(c1ccc([N+](=O)[O-])cc1)=NO2 (stereo unspecified)
55. CN(C(=O)c1coc(=O)c2ccccc12)c1ccc(Br)cc1
56. Cc1cccc(N2CCN(C(=O)c3ccc(CNc4c(N5CCC(C)CC5)c(=O)c4=O)cc3)CC2C)c1 (stereo unspecified)

assay / compound	49	50	51	52	53	54	55	56
FXIIa inh 1536	11	16	5	8	-5	0	7	6
TNF necrop inh	0.5	-1.4	0.7	1.9	-7.0	-1.6	0.3	-2.0
Tb hexokinase	1	-4	31	7	-23	-6	-4	-7
FXIa inh 1536	2	13	2	-1	-4	-4	-1	3
zVAD death inh	0.0	1.6	1.6	-0.4	-0.4	0.2	-0.4	0.8
EP2 antag	9	-3	10	9	10	13	7	11
Wee1 degr inh	2	-1	5	1	2	3	6	0
PPC-1+TRAIL kill	0	-2	-35	16	17	-8	25	7
CHOP inh	16	48	59	-2	13	12	12	67

Part of the list above in order of heavy-atom count, high to low:
56. Cc1cccc(N2CCN(C(=O)c3ccc(CNc4c(N5CCC(C)CC5)c(=O)c4=O)cc3)CC2C)c1 (stereo unspecified)
54. O=C(NCc1ccccc1)C12CN(Cc3ccccc3)CC1C(c1ccc([N+](=O)[O-])cc1)=NO2 (stereo unspecified)
51. O=S(=O)(Nc1nc2ccccc2nc1N1CCc2ccccc2C1)c1ccc(Cl)cc1
52. CCc1ccc(NC(=O)C(=O)N/N=C(\C)CC(=O)NCc2ccc(Cl)cc2)cc1
50. Cc1cccc(OCCCc2c(C)n[nH]c2C)c1
53. Cc1[nH]nc(N)c1N=Nc1ccc(Br)cc1

assay / compound	56	54	51	52	50	53
FXIIa inh 1536	6	0	5	8	16	-5
TNF necrop inh	-2.0	-1.6	0.7	1.9	-1.4	-7.0
Tb hexokinase	-7	-6	31	7	-4	-23
FXIa inh 1536	3	-4	2	-1	13	-4
zVAD death inh	0.8	0.2	1.6	-0.4	1.6	-0.4
EP2 antag	11	13	10	9	-3	10
Wee1 degr inh	0	3	5	1	-1	2
PPC-1+TRAIL kill	7	-8	-35	16	-2	17
CHOP inh	67	12	59	-2	48	13

More results follow:
57. CCCn1nc(NC(=O)c2ccncc2)c2cc3ccccc3nc21
58. Cc1ccc(NC(=S)N/C(=N/S(=O)(=O)c2ccccc2)c2ccccc2)cc1
59. CCOc1ccc(-c2ccc(C=O)o2)c([N+](=O)[O-])c1
60. Cc1ccc(NC(=S)c2nc3ccccc3[nH]2)cc1
61. CCCS(=O)(=O)N1CCC(C(=O)NC2CCCC(C)C2C)CC1 (stereo unspecified)
62. CCCCn1nnc(NC(=S)NC(=O)c2ccc(-c3cccc(Cl)c3Cl)o2)n1
63. COc1ccc(C)cc1NS(=O)(=O)c1ccc(Br)s1

assay / compound	57	58	59	60	61	62	63
FXIIa inh 1536	15	2	7	9	4	14	13
TNF necrop inh	-2.5	0.4	0.6	-23	-0.3	1.6	0.5
Tb hexokinase	-4	-13	-15	-10	0	2	-1
FXIa inh 1536	5	-1	1	1	-1	5	6
zVAD death inh	1.1	0.0	2.7	1.2	0.3	0.5	-0.1
EP2 antag	12	8	5	16	19	9	2
Wee1 degr inh	1	0	0	0	7	0	-2
PPC-1+TRAIL kill	8	22	-7	45	19	3	13
CHOP inh	44	-28	11	-4	-6	4	-11
